KLK7 zymogen act = activates the human kallikrein-7 zymogen; P49862; purified proKLK7, EDANS-DABCYL substrate fluorescence; 100% is mature enzyme control, 0% vehicle; 370,000 tested, 0.9% active; activation, % at 7 µM; AID 652039;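 active = activation above the mean of all tested compounds plus 3 SD, computed per campaign excluding outliers beyond control limits, cut at about 13% in these data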
sPLA2-III inh = Blocks human group III sPLA2 activity. 370,000 tested, 0.56% active. AID 743126. QFRET BODIPY PC-A2 liposome hydrolysis, fluorescence. inhibition, % at 12.2 µM. Q9NZ20;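 active = inhibition above mean plus 3 SD of compounds lying within the high and low control bounds, cut at about 19% in these data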;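 note: 0% = median of test compound wells and 100% = no enzyme DMSO wells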
Target sequence (Q9NZ20 whole entry, looked up): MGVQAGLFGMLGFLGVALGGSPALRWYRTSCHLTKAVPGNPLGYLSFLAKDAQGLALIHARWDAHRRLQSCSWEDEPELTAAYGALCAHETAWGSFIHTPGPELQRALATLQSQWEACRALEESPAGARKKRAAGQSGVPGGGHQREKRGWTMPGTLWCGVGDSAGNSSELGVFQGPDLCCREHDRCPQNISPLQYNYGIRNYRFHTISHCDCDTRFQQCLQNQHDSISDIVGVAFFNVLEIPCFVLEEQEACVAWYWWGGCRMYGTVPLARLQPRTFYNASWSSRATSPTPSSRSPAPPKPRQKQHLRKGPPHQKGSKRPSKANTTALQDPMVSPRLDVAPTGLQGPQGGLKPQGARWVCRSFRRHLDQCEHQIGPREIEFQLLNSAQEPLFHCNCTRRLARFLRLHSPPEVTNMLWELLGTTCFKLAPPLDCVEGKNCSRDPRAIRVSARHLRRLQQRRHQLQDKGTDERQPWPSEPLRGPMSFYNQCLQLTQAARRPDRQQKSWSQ
Tn6 DDE FP = disrupts Tn6 cyclic peptide binding to fibrin D-Dimer-E complex; inhibition, % at 8.3 µM; 370,000 tested, 0.21% active; Fibrin DD(E) TRITC-Tn6 fluorescence polarization displacement; P02675; AID 720509;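 active = inhibition above a per-campaign cutoff: mean of compounds within control limits plus 3 SD, cut at about 15% in these data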;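 note: 0% = median of all compound wells on the plate and 100% = blocking peptide control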
ARFGAP1 inhibitor = rat ARFGAP1 inhibition. Q62848. Arfgap1-stimulated ARF1 GTP hydrolysis, GDP FP detection. AID 651572. inhibition, % at 16.5 µM. 360,000 tested, 0.26% active;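 active = inhibition above a per-plate limit, mean inhibition of low control wells plus 3 SD, cut at about 25% in these data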;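 note: 0% = DMSO wells with enzyme and 100% = wells lacking Arfgap1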
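Repeats: one replicate per compound; assay system: rat Arfgap1 catalytic domain, aa 1-136; times: enzyme reaction 120 min at 25 °C after 20 min preincubation; detection: FP of antibody-bound GDP Alexa 633 tracer, ex 620/em 688 nm; benchmarks: high control wells lacking Arfgap1, low control full reaction with DMSO; reagent: human ARF1(Δ1-17)-GTP substrate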
Rev-erbA mod = modulates human Rev-erb alpha binding to DNA. activity, % at 10 µM. Rev-erbα–FITC-DNA binding, fluorescence polarization, 90 min. 370,000 tested, 0.79% active;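 active = activity above about 14%, limit read from the data; passing the limit was not always enough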;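 note: 0% = DMSO wells with 35 nM protein and 100% = DMSO wells with 750 nM protein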
Tn7 DDE FP = disrupts Tn7 cyclic peptide binding to fibrin D-Dimer-E complex | P02675 | FP displacement of FITC-Tn7 peptide from fibrin DD(E); 0% = median of compound wells per plate | inhibition, % at 8.3 µM | 370,000 tested, 0.13% active;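 active = inhibition above the mean of compounds falling within the control limits plus 3 SD of them, cut at about 14% in these data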;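 note: 0% = plate median of compound wells and 100% = 10 µM Aha-Tn7 peptide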
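system = human fibrin DD(E) protein | quantity = DD(E) 2 µM final | medium = Tris/NaCl/CaCl2 buffer, pH 7.8 | also added = labelled Tn7 tracer, 0.1 µM | compound dosing = single point at 8.3 µM | timing = compound with protein 10 min, then 3 h after probe, room temperature | signal = FP measurement | benchmarks = Aha-Tn7 high control | repeats = one replicate per compound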
ASAP1 GAP inh = inhibitors of human ASAP1 ArfGAP activity. Q9ULH1. ASAP1-stimulated ARF1 GTP hydrolysis, GDP FP detection. inhibition, % at 16.5 µM. 360,000 tested, 0.19% active; in the data active = inhibition above about 25%;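 note: 0% = vehicle with enzyme and substrate and 100% = no enzyme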
Target sequence (Q9ULH1 325-724 limits assumed): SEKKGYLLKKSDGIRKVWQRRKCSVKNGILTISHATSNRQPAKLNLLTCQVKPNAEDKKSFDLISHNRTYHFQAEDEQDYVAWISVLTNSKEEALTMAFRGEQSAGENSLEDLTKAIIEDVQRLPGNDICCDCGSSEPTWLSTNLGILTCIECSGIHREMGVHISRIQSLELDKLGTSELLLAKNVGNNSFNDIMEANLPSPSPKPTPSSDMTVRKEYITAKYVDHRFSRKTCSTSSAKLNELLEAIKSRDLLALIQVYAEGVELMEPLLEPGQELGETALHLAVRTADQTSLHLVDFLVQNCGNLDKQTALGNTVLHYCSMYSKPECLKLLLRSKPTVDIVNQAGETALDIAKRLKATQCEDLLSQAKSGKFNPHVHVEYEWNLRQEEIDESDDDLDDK
UHRF1 binding = blocks human UHRF1 binding to methylated DNA; inhibition, % at 4.4 µM; 370,000 tested, 0.75% active; AID 687016; UHRF1 binding to methylated oligo, TR-FRET; Q96T88; in the data active = inhibition above about 21%;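 note: UHRF1 SRA domain binding a hemimethylated CpG hairpin DNA probe; 0% = median of test compound wells and 100% = reference inhibitor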
PLC-beta3 inh = blocks human PLC-beta3 enzyme activity; Q01970; Purified PLC-beta3, fluorogenic substrate, fluorescence; inhibition, % at 12.2 µM; 370,000 tested, 0.18% active; in the data active = inhibition above about 11%;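 note: 0% = median of compound wells on plate and 100% = full blocker control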
PLC-gamma1 inh = PLC-gamma1 (human) inhibition, primary screen. purified PLC-gamma1, fluorogenic substrate, fluorescence. 370,000 tested, 0.84% active. inhibition, % at 12.2 µM; in the data active = inhibition above about 9.5%
* hit, by the source's call; / = not tested or not shown.

KLK7 zymogen act,sPLA2-III inh,Tn6 DDE FP,ARFGAP1 inhibitor,Rev-erbA mod,Tn7 DDE FP,ASAP1 GAP inh,UHRF1 binding,PLC-beta3 inh,PLC-gamma1 inh,Molecule
-0.5,-5,1,8,-2,-9,-1,-3,6,-1,COC(=O)[C@]12CCCCC=C1N(Cc1ccc(Cl)cc1Cl)C(=O)[C@H](CC(=O)NCc1cccc(C(F)(F)F)c1)C2
0.4,-2,-5,11,1,-2,11,0,-7,-2,CCc1nnc(NC(=O)c2ccc(-c3ccccc3F)o2)s1
-0.8,1,6,11,-3,-1,1,1,-3,-2,O=S(=O)(Nc1ncccn1)c1cc(Cl)ccc1Cl
0.2,3,2,2,0,3,-9,-1,-3,-1,Nc1ccc(Br)cc1Br
0.6,6,-1,/,5,0,/,2,-1,-1,COC(=O)C[C@H]1CC[C@H]2[C@H](COc3ccc(NC(=O)c4ccccc4F)cc3C(=O)N2C)O1
0.5,-4,9,14,4,-4,1,-1,2,0,CCCCNC(=O)C[C@@H]1C[C@@]2(C(=O)OCC)CCCC=C2N(CCC2=CCCCC2)C1=O
0.0,-17,0,3,1,3,7,0,1,1,O=S1(=O)CC/C(=N\Nc2ccc(F)cc2)c2ccsc21
-0.5,3,-2,6,-5,9,-6,-2,-5,-2,O=C(c1ccc(S(=O)(=O)Nc2ccccc2)cc1)N1CCCC1

Pulled one by one from the list above:
KLK7 zymogen act,sPLA2-III inh,Tn6 DDE FP,ARFGAP1 inhibitor,Rev-erbA mod,Tn7 DDE FP,ASAP1 GAP inh,UHRF1 binding,PLC-beta3 inh,PLC-gamma1 inh,Molecule
-0.8,1,6,11,-3,-1,1,1,-3,-2,O=S(=O)(Nc1ncccn1)c1cc(Cl)ccc1Cl
-0.5,3,-2,6,-5,9,-6,-2,-5,-2,O=C(c1ccc(S(=O)(=O)Nc2ccccc2)cc1)N1CCCC1

(listing goes on)
KLK7 zymogen act,sPLA2-III inh,Tn6 DDE FP,ARFGAP1 inhibitor,Rev-erbA mod,Tn7 DDE FP,ASAP1 GAP inh,UHRF1 binding,PLC-beta3 inh,PLC-gamma1 inh,Molecule
0.3,-2,-5,/,-2,5,/,-1,0,-1,CCOC(=O)[C@]12CCCCC/C=C\1N(CCc1ccc(Cl)cc1)C(=O)[C@H]2CC(=O)N1CCOCC1
0.0,-4,-6,10,4,0,2,1,-8,0,O=C(COc1ccccc1[N+](=O)[O-])N(Cc1cccc(Br)c1)C1CCS(=O)(=O)C1 (stereo not drawn)
0.3,0,12,-11,2,0,16,12,-5,-1,CCOC(=O)N1CCC(N(CCN(C)C)C(=S)Nc2cccc(SC)c2)CC1
0.3,-3,1,7,-1,0,-9,0,0,1,COc1cccc(OCCNC(=O)c2cc(OC)c(OC)c(OC)c2)c1
0.1,-28,-2,6,3,-7,12,-2,-1,3,Cc1ccc2c(c1)C1CN(C)CCC1N2S(=O)(=O)c1cccc(C(F)(F)F)c1 (stereo not drawn)
0.3,-12,1,-2,-4,1,-2,3,-7,1,CCN(CC)C1CCN(C(=O)c2ccc(OC3CCN(CCc4ccccc4)CC3)cc2)C1 (stereo not drawn)
2.1,1,0,-2,1,-7,1,-1,-60,-36,O=c1[nH]c2ccccc2cc1-c1nnn(-c2ccc(Cl)c(Cl)c2)n1
-0.1,2,-2,-2,-3,-10,25*,1,-2,-3,Cc1cccc(-n2ncc(Cl)c(Cl)c2=O)c1

KLK7 zymogen act,sPLA2-III inh,Tn6 DDE FP,ARFGAP1 inhibitor,Rev-erbA mod,Tn7 DDE FP,ASAP1 GAP inh,UHRF1 binding,PLC-beta3 inh,PLC-gamma1 inh,Molecule
-0.3,3,5,4,-3,-4,-4,-1,4,6,CSC(=NC#N)N1CCN(c2ccccc2)CC1
1.1,11,9,6,1,8,-2,-2,-7,2,O=C(CNC(=O)c1ccc(Br)cc1)N=Nc1c(O)[nH]c2ccc([N+](=O)[O-])cc12
-0.2,8,5,-9,10,7,8,1,-4,-1,Cc1cccnc1NC(=O)CCCNC(=O)c1ccc(Cl)cc1
-0.2,4,-4,-1,7,3,9,-1,-7,1,CC1CN(CC(=O)NC(C)c2ccccc2)CC(C)O1 (stereo not drawn)
-0.5,-3,-3,7,-5,2,5,-4,8,7,O=C(Nc1ccc2c(c1)OCCO2)c1ccc(Cl)c([N+](=O)[O-])c1
-1.3,9,6,0,-2,3,-3,1,-8,-2,COc1ccc(NC(=O)CSCc2cc(=O)n3ccsc3n2)cc1
-0.5,4,-1,10,6,1,10,-1,-102,-64,COc1cccc(-c2cc(NC=O)c3ncc(-c4ccc(OC)c(OC)c4)n3c2)c1
0.1,7,-5,7,6,1,6,3,-9,1,COc1cccc(NC(=O)C2=COCCO2)c1

6 entries from above, arranged by SMILES length, low to high.
KLK7 zymogen act,sPLA2-III inh,Tn6 DDE FP,ARFGAP1 inhibitor,Rev-erbA mod,Tn7 DDE FP,ASAP1 GAP inh,UHRF1 binding,PLC-beta3 inh,PLC-gamma1 inh,Molecule
-0.3,3,5,4,-3,-4,-4,-1,4,6,CSC(=NC#N)N1CCN(c2ccccc2)CC1
0.4,-2,-5,11,1,-2,11,0,-7,-2,CCc1nnc(NC(=O)c2ccc(-c3ccccc3F)o2)s1
-1.3,9,6,0,-2,3,-3,1,-8,-2,COc1ccc(NC(=O)CSCc2cc(=O)n3ccsc3n2)cc1
0.3,-3,1,7,-1,0,-9,0,0,1,COc1cccc(OCCNC(=O)c2cc(OC)c(OC)c(OC)c2)c1
-0.5,-3,-3,7,-5,2,5,-4,8,7,O=C(Nc1ccc2c(c1)OCCO2)c1ccc(Cl)c([N+](=O)[O-])c1
0.0,-4,-6,10,4,0,2,1,-8,0,O=C(COc1ccccc1[N+](=O)[O-])N(Cc1cccc(Br)c1)C1CCS(=O)(=O)C1 (stereo not drawn)

Next section
KLK7 zymogen act,sPLA2-III inh,Tn6 DDE FP,ARFGAP1 inhibitor,Rev-erbA mod,Tn7 DDE FP,ASAP1 GAP inh,UHRF1 binding,PLC-beta3 inh,PLC-gamma1 inh,Molecule
0.1,9,3,-1,-6,-1,5,-1,-1,-2,COC(=O)[C@]12C[C@H](CC(=O)N3CCC(c4ccccc4)CC3)C(=O)N(Cc3ccccc3)C1=C[C@H](C(C)C)O[C@@H]2C1CC1
0.4,-2,-3,-4,0,8,-1,3,-12,7,Cc1ccc(NC(=O)CN(C)C(=O)COC(=O)C(C)(C)Oc2ccc(Cl)cc2)cc1
-1.0,3,-4,11,-1,-1,-2,1,-52,-35,O=C(Nc1ccc2oc(-c3ccc4ccccc4c3)nc2c1)c1cccs1
-0.3,-6,1,6,-7,3,1,2,-1,1,CC1=C(C(=O)N2CCOCC2)CC(CC(=O)NCCCCc2ccccc2)C(=O)N1CCC1=CCCCC1 (stereo not drawn)
0.3,16,-1,17,3,-6,-9,1,-3,8,O=C(Nc1cccc2ccccc12)c1cccc(F)c1
-0.4,-13,-12,-5,8,9,-5,-6,-6,-3,O=C(CCN1C(=O)/C(=C/c2ccc(F)cc2)SC1=S)NCCc1cnc[nH]1
0.4,3,-5,-3,-4,-1,0,0,-1,-3,CC(Oc1ccc2ccc(=O)oc2c1)C(=O)NC(Cc1c[nH]c2ccc(O)cc12)C(=O)O (stereo not drawn)
-0.1,-1,1,-1,5,3,-8,0,1,1,Cc1cccc(N2C(=O)C3C4C=CC(C4)C3C2=O)c1 (stereo not drawn)

KLK7 zymogen act,sPLA2-III inh,Tn6 DDE FP,ARFGAP1 inhibitor,Rev-erbA mod,Tn7 DDE FP,ASAP1 GAP inh,UHRF1 binding,PLC-beta3 inh,PLC-gamma1 inh,Molecule
-0.2,-7,1,6,-3,-3,8,-2,3,1,Cc1ccc(-c2nc3cccnc3o2)cc1NC(=O)COc1ccc(C(C)(C)C)cc1
0.4,3,2,0,1,6,6,0,2,-1,CC(C)c1nnc(NC(=O)C2CCCO2)s1 (stereo not drawn)
0.2,-6,-1,-9,-3,11,-8,-1,3,2,O=C1NC[C@@H](CCCCN2C[C@H](Cc3ccccc3)N(Cc3ccccc3)C(=O)C2=O)N(Cc2ccccc2)C1=O
0.1,1,-6,-12,-4,1,6,-1,3,-1,CNc1nnc(-c2ccc(OC)cc2)s1
-0.3,0,4,13,-1,-2,5,-1,4,-1,CSc1ccccc1NC(=O)c1ccccc1N(C)S(C)(=O)=O
-1.0,-10,0,12,5,-5,-4,-1,5,2,CC(C)Sc1nnc(CNC(=O)C23CC4CC(CC(C4)C2)C3)n1Cc1ccccc1
0.8,5,7,3,3,1,0,1,-2,3,CCCN1C2CCCC1CC(NC(=O)C1CCCCC1)C2 (stereo not drawn)
-0.4,4,-6,-10,-4,-9,3,-2,-1,1,Cn1nc(-c2ccc(Cl)cc2)c2cc(C(=O)N3CCN(C(=O)c4ccco4)CC3)sc21

KLK7 zymogen act,sPLA2-III inh,Tn6 DDE FP,ARFGAP1 inhibitor,Rev-erbA mod,Tn7 DDE FP,ASAP1 GAP inh,UHRF1 binding,PLC-beta3 inh,PLC-gamma1 inh,Molecule
1.4,-2,-8,12,-6,3,-1,-1,-21,-17,O=C(CSc1ccc2nnc(-c3ccc(Cl)cc3)n2n1)N1CCCC1
-0.3,6,2,2,4,-4,-20,1,-26,-22,NC(=O)C1CCN(c2nc(-c3cc4ccccc4o3)cs2)CC1
-0.5,-9,-3,2,-10,4,-6,3,2,0,COc1ccc(CNC(=O)c2nnn(Cc3ccc(OC)cc3)c2N)cc1
-1.0,3,-4,-4,-26,-1,2,-2,2,2,COC(=O)[C@]1(Cc2ccccc2)N[C@H](CN(C)C(=O)c2ccc(C)cc2)[C@@H]2C(=O)N(C)C(=O)[C@@H]21
0.1,7,-8,0,-1,3,-24,3,7,5,COc1ccc(NC(=O)CN2CCN(CC(=O)Nc3ccc(OC)c(OC)c3)CC2)cc1
-1.1,-11,3,-2,0,5,1,9,-8,-5,Cc1ccc(-n2ncc(C(=O)N3CCc4ccccc4C3)c2NC(=O)c2ccco2)cc1C
0.0,-10,4,3,5,2,7,-1,-6,0,CCOc1ccc(C(CC(=O)O)NC(=O)c2sc3ccccc3c2Cl)cc1 (stereo not drawn)

Bioassay records deposited in PubChem BioAssay by several laboratories.
